Assay outcomes deposited in PubChem BioAssay by The Scripps Research Institute Molecular Screening Center.
CHRM1 agonist – human M1 muscarinic receptor agonism | CHO-K1 hM1, Fluo-8 calcium fluorescence, agonist mode; 0% DMSO, 100% acetylcholine EC100 | activation, % at 3 µM | actives 0.33% (n = 360,000) | AID 588814;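 active means activation above the run's mean compound activation plus 3 SD, cut at about 16% in these data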;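 further: peak over basal fluorescence ratio within a 140 s kinetic read after compound addition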
Target sequence (P11229 whole entry, looked up): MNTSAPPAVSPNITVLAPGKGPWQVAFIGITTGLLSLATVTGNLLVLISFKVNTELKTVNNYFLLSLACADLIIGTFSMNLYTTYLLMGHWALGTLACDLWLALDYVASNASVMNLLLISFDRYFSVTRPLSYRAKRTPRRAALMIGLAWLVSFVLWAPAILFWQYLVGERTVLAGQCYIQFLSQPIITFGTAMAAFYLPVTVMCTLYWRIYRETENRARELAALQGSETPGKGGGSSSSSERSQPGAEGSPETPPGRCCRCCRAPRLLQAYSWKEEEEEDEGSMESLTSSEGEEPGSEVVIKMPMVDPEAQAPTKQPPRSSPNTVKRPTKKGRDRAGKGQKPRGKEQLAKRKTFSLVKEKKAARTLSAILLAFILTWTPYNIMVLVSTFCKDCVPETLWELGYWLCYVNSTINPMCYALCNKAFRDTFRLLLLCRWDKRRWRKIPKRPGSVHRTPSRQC
CHO-K1 Ca PAM – M1 PAM counterscreen hit in parental CHO-K1 cells. ATP EC20, Fluo-8 calcium fluorescence; 0% at ATP EC20, 100% at ATP max. activation, % at 3 µM. actives 0.02% (n = 360,000). AID 602247;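 active means activation above the run cutoff, the mean activation of all test compounds plus 3 SD, cut at about 40% in these data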;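 further: peak over basal fluorescence ratio in a 140 s read after ATP addition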
TAAR1 agonist – agonists of human TAAR1. CHO RD-HGA16 TAAR1, Fluo-8 calcium fluorescence; vehicle wells 0%, saturating PEA agonist 100%. actives 0.99% (n = 360,000). activation, % at 3 µM. Q96RJ0;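 active means activation above the mean activation of all test compounds in the run plus 3 SD, cut at about 38% in these data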
Target sequence (Q96RJ0 whole entry, looked up): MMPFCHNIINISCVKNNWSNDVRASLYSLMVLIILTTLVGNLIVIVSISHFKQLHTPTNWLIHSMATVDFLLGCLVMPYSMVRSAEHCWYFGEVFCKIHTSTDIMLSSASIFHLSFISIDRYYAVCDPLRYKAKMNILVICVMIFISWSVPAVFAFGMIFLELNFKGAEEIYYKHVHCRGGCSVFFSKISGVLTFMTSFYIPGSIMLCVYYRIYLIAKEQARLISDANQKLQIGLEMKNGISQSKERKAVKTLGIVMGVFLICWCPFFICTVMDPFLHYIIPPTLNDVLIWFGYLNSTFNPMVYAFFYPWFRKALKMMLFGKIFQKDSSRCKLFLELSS
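System: CHO-derived RD-HGA16 cells with stable Gα16 and human TAAR1 / Times: 17-24 h plating, Fluo-8 75 min 37 °C, 30 min RT / Technique: calcium-sensitive Fluo-8 signal, excitation 470-495, emission 515-575 nm / Measure: % activation relative to PEA EC100 response / Benchmarks: DMSO and PEA EC100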
M1 ag parental – M1 agonist counterscreen hit in parental CHO-K1 cells. Fluo-8 calcium fluorescence; scaled to maximal ATP response, vehicle zero. activation, % at 3 µM. actives 0.48% (n = 360,000). AID 602248; in the data active means activation above about 15%;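 further: untransfected CHO-K1 host cells lacking M1 receptor as counterscreen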
M1 antag – human CHRM1 antagonism. P11229. CHO-K1 hM1, Fluo-8 calcium fluorescence, ACh EC80 antagonist. inhibition, % at 3 µM. actives 1.3% (n = 360,000);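 active means percent inhibition above its own plate's cutoff, namely the mean of that plate's compound wells plus 3 SD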;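 further: peak over basal fluorescence ratio during 140 s after agonist addition; 0% = ACh EC80 plus DMSO and 100% = DMSO alone without agonist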
CHO-K1 Ca antag – M1 antagonist counterscreen hit in parental CHO-K1 cells | ATP-induced calcium, Fluo-8 fluorescence | actives 0.6% (n = 360,000) | AID 602250 | inhibition, % at 3 µM;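 active means inhibition above a per-plate cutoff, the plate's mean sample inhibition plus 3 SD, cut at about 24% in these data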;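 further: 0% = DMSO plus EC80 ATP and 100% = DMSO alone without ATP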
M1 PAM – positive allosteric modulators of human M1 muscarinic receptor. P11229. CHO-K1 hM1, Fluo-8 calcium fluorescence, ACh EC20; 0% = ACh EC20, 100% = maximal ACh. activation, % at 3 µM. actives 0.088% (n = 360,000). AID 588819; in the data active means activation above about 19%, passing the limit was not always enough
TAAR1 antag – antagonists of human TAAR1; Q96RJ0; CHO RD-HGA16 TAAR1, Fluo-8 calcium fluorescence, antagonist; inhibition, % at 3 µM; actives 1.5% (n = 360,000);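 active means inhibition above a per-plate cutoff, the mean inhibition of test compounds on that plate plus 3 SD, cut at about 49% in these data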;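 further: 0% = DMSO plus EC80 beta-PEA response and 100% = DMSO alone without agonist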
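Test system – hTAAR1-expressing CHO RD-HGA16 cells, Gα16-coupled · Reagent – β-PEA at EC80 concentration, post-compound challenge · Compound dosing – 3 µM, single point · Timing – 140 s kinetic read after compound, 140 s after agonist · Detection – Fluo-8 intracellular calcium dye fluorescence, real-time kinetic reads · Control set – DMSO and EC80 PEA controls · Repeats – n of 1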
CHO parental Ca – signal in parental CHO cells, OX1R antagonist counter-screen; parental CHO-K1, ATP-induced calcium, Fluo-8 fluorescence; inhibition, % at 5.6 µM; actives 0.63% (n = 330,000); AID 463079;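 active means inhibition above that plate's mean sample inhibition plus 3 SD, cut at about 26% in these data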;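 further: 0% = ATP-challenged DMSO wells and 100% = DMSO wells without ATP; some compounds past the cut are filed as inactive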
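Measured by: calcium-sensitive Fluo-8 fluorescence / Test system: CHO parental line / Controls: ATP-challenged DMSO wells low, unchallenged DMSO wells high / Measure: % inhibition / Compound: single nominal dose of 5.6 µM per compound / Replicates: single well per compound, no replicates / Reagent: ATP as calcium-mobilizing challenge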
The depositor's hits bear a star; x = not tested or not shown. Compounds were not picked by outcome. About 4.4% of those tested had a hit in this group.

SMILES	CHRM1 agonist	CHO-K1 Ca PAM	TAAR1 agonist	M1 ag parental	M1 antag	CHO-K1 Ca antag	M1 PAM	TAAR1 antag	CHO parental Ca
O=C(N/N=C/c1ccncc1)c1cccc(S(=O)(=O)N2CCCC2)c1	-7	8	4	1.1	-6	-2	4	1	x
CCCc1[nH]n(-c2ccc(F)cc2)c(=O)c1C=Nc1cccc(F)c1	-5	21	5	1.4	-8	-4	10	-25	-8
COC(=O)c1oc2c(c1C)C(=O)CC(C)(C)C2	-12	-11	15	0.0	13	12	-11	-3	3
COC(=O)c1cn(Cc2cccnc2)c(=O)c2ccccc12	-7	-4	5	0.1	-1	4	-5	2	-6
COc1ccc(-c2csc(NC(C)=O)n2)cc1OC	-4	12	3	-0.1	-13	-6	5	0	7
Fc1ccc(NC(=S)N2CCN(c3ccccn3)CC2)cc1Cl	2	-13	10	5.9	1	-2	-2	-13	1
CCOc1cccc(OCCCCN2CCOCC2)c1	-4	20	4	0.5	3	-15	-1	-8	-18
CS(=O)(=O)c1ccc(-c2csc(C(O)c3cccc(Cl)c3)n2)cc1 (stereo not given)	-1	-11	2	1.6	5	5	-11	25	x
CCCCCC(=O)NNC1CC(=O)N(c2cccc(OCC)c2)C1=O (stereo not given)	-3	-12	0	-0.5	-1	-10	-1	-22	3
Cc1ccc(C)c(NC(=O)C(c2ccccc2)N2CCN(CC(=O)NC3CC3)CC2)c1 (stereo not given)	0	-1	1	0.6	-16	-3	9	-11	x
CCOC(=O)c1ccc(NS(C)(=O)=O)cc1	-3	14	4	0.0	3	13	3	15	0
OC1CCN(Cc2cccc3ccccc23)CC1	-4	-22	1	0.7	-5	2	4	-16	4
CCc1cc(=O)oc2cc(OC(=O)c3ccco3)ccc12	-4	-25	4	0.1	-7	12	9	-14	-9
O=C(CCCc1ccccc1)Nc1cccnc1Cl	-9	2	3	-0.2	-7	-1	2	-17	-23
COc1ccc(OC)c(CN2CCN(C(=O)c3ccc(NS(=O)(=O)c4cccc([N+](=O)[O-])c4)cc3)CC2)c1	-6	26	0	1.0	-8	1	7	-21	-33
CCOC(=O)c1c(S(=O)(=O)NCC(=O)N2CCN(c3ccccc3OC)CC2)c(C)n(C)c1C	-7	0	0	0.9	-1	-15	-5	-6	-11
OCC1(CCOc2ccccc2)CCN(C2Cc3ccccc3C2)CC1	-11	4	2	0.9	13	-6	-27	13	-18
Cc1ccc(NC(=O)CCNC(=O)c2ccccc2Cl)cc1S(=O)(=O)N1CCOCC1	-5	14	1	0.9	-9	-21	5	6	-12
Cc1cc(C)cc(NC(=S)NC(=O)CCN2C(=O)c3ccccc3C2=O)c1	-2	20	12	0.3	-9	-10	6	3	-10
COCCCNC(=O)c1cn(C)c(=O)c2cc(OC)c(OC)cc12	0	8	2	0.3	-11	-11	10	-10	-9
CCc1cccc2c(C(=O)COC(=O)c3ccc(O)cc3)c[nH]c12	-2	18	33	5.3	7	-7	5	2	3
COc1ccccc1CC(=O)N(Cc1ccccc1)c1ccc(C)cc1	-2	-11	-3	-0.3	2	-13	2	-23	-7
C[C@@H]1CN([C@H](C)CO)C(=O)c2cc(Br)cnc2O[C@@H]1CN(C)C(=O)c1cccc(F)c1	-3	21	1	0.6	-1	-15	-2	-3	x
COc1cc(C(=O)NCCCc2ccccc2)cc(OC)c1OC	-4	4	1	1.1	-13	-4	3	4	3
CCOC(=O)c1c[nH][nH]c1=O	-5	5	2	0.3	-7	-15	8	2	-1
Cc1ccc(-c2csc3ncnc(Cl)c23)cc1	-8	2	-3	-0.3	4	-7	-5	-4	-12
Cc1ccc(NC(=O)C2CCCN(C(=O)c3ccc(Cl)cc3)C2)cc1C (stereo not given)	-1	0	3	2.1	-11	-2	10	8	-12
CC(=O)Nc1ccc(NC(=O)COC(=O)c2c(-c3ccccc3)noc2C)cc1	0	6	2	4.1	-3	-13	5	11	-6
N#Cc1nc(COc2ccc(F)cc2)oc1N1CCCCC1	-1	15	1	0.8	-8	-9	10	-6	-9
Cc1noc(C)c1COC(=O)c1ccc(N(C)C)cc1	-5	10	-1	1.4	-15	-18	9	17	-5
COc1ccccc1N1CCN(S(=O)(=O)c2ccc3c(c2)NC(=O)C(C)C(=O)N3)CC1 (stereo not given)	-2	0	1	6.4	21	-2	-10	-12	-9
OCCN1CCN(c2cc(-c3ccc4ccccc4c3)nc3ccnn23)CC1	-1	13	5	0.3	-14	-11	12	-5	x
CC(C)NCc1c(O)c(Br)cc2oc3c(c12)CCCC3	-3	-6	12	0.2	5	19	-2	-14	x
COc1ccccc1C(=O)N/C(N)=N/c1nc2ccccc2o1	-2	5	8	0.1	-16	-11	1	10	-19
Cc1ccc(CCN2CC(C(=O)O)CC2=O)cc1 (stereo not given)	-8	1	23	0.7	8	-12	4	-2	8
O=C(NCc1ccc2c(c1)OCO2)C1CC(=O)N(c2ccc(F)cc2)C1 (stereo not given)	-5	19	1	0.6	-9	-5	9	1	-8
CCn1c(=S)sc2c(=O)n(CC(=O)Nc3ccccc3OC)c(C)nc21	1	-10	0	0.1	0	2	9	-7	-27
Cc1ccccc1/C=N\NC(=O)c1ccc(Cn2cccn2)o1	-4	-4	-2	1.1	-8	4	7	3	5
COCCN(C(=O)COC(=O)c1ccco1)c1c(N)n(Cc2ccccc2)c(=O)[nH]c1=O	-2	2	5	0.8	-1	2	4	-32	0
CCc1nnc(NC(=O)CSc2sc3c(O)cc(=O)[nH]c3c2C#N)s1	0	13	1	2.3	-4	-6	4	-19	-2
COc1cc2ccccc2cc1C(=O)N/N=C/c1ccc2c(c1)OCO2	-2	2	0	1.6	-12	-6	8	4	x
COc1ccc(C2=C/C(=C\c3ccc(OC(C)=O)cc3)C(=O)O2)cc1	-1	8	0	1.2	5	-10	0	-5	-6
Cn1c(=O)c2c(nc(NCC3CCCC(CN)C3)n2Cc2ccc(Cl)cc2Cl)n(C)c1=O (stereo not given)	-12	-21	-2	-1.1	13	-7	-15	-14	-21
O=C(c1cccnc1)N1CCN(c2ccc3ccccc3n2)CC1	-7	-15	3	1.4	1	0	-8	-2	-5
C1CCN(c2nc3nonc3nc2NCC2CCOCC2)CC1	-2	-15	x	-0.2	-3	9	11	x	12
Cc1cc(C)c(NC(=O)CS(=O)CC(=O)NCCN2CCCCCC2)c(C)c1 (stereo not given)	-2	10	0	-0.5	-3	-7	14	-6	-15
O=S(=O)(N1CCCCC1)N1CCN(c2cc(Cl)ccc2Cl)CC1	-9	6	5	1.4	-8	5	4	21	-16
CCOC(=O)COc1ccc(C2NC(C(=O)O)CS2)cc1 (stereo not given)	-2	9	2	0.0	-9	-4	7	-7	-2
O=[N+]([O-])c1ccc(O)c(CNCc2ccccc2)c1	2	-13	3	0.9	-4	9	-3	5	x
NS(=O)(=O)c1ccc(NC(=O)COC(=O)c2c3c(nc4ccccc24)/C(=C\c2ccc4c(c2)OCO4)CCC3)cc1	63*	-9	2	17*	11	27*	-10	6	35
Cc1ccccc1C(=O)O/N=C(\N)Cc1cccs1	-4	-5	0	-0.2	-1	-1	-2	12	-2
CC(C)C(=O)Nc1cc(C(F)(F)F)ccc1-n1ccnc1	-2	11	2	1.2	-8	-13	11	-14	-9
O=C(CN1CCN(C(=O)c2cccs2)CC1)NC1CCCCC1	-2	15	4	0.5	-2	-23	0	-7	17
Cc1ccc(-c2cc(C(F)(F)F)n3ncc(C(=O)O)c3n2)cc1	-3	-6	1	-0.5	1	6	-1	-5	x
O=C1CC(O)(C(F)(F)F)Oc2c1ccc1ccccc21 (stereo not given)	6	3	76*	28*	3	-1	-6	46	6
C=CCOC(=O)COc1ccc2c3c(c(=O)oc2c1)CCCC3	-6	-3	1	0.8	-10	7	5	-10	x
O=S(=O)(c1cccc(NC(=S)N2CCN(c3cccc(Cl)c3)CC2)c1)C(F)F	-3	3	7	11	14	10	-15	30	11
CCc1ccc(-c2cc(C)no2)cc1S(=O)(=O)N1CC(=O)Nc2ccccc21	-3	6	1	1.3	-20	-17	15	3	2
CC(=O)c1ccc(OCc2cc(C(=O)N3CCCCC3c3cccnc3)no2)cc1 (stereo not given)	5	-5	6	16*	4	-1	-5	-6	13
O=c1[nH]c2ccccc2c(=O)n1Cc1ccco1	-4	16	-2	0.7	-8	-10	8	-2	3

The listing continues:
SMILES	CHRM1 agonist	CHO-K1 Ca PAM	TAAR1 agonist	M1 ag parental	M1 antag	CHO-K1 Ca antag	M1 PAM	TAAR1 antag	CHO parental Ca
CCOC(=O)C12CNC(=O)C(C(=O)OCC)(CNC1=O)C2	-2	16	-2	1.0	-4	-8	7	4	15
COc1cc(NC(=O)c2nn(C)c3c2CS(=O)(=O)c2ccccc2-3)cc(OC)c1	-2	1	2	0.8	-6	-5	6	13	-10
Cc1cc(O)c(NC(=S)NC(=O)c2ccc(-c3ccc(Cl)cc3)o2)cc1C	-4	22	4	0.3	-4	-15	-1	1	-11
N#Cc1ccccc1OCC(=O)NNC(=O)CCC1CCCC1	-3	12	3	1.2	-17	-21	10	-28	-10
COc1ccc(/C=C/C(=O)NCC(=O)n2nc(C)cc2C)cc1	-3	2	0	0.3	-15	4	15	2	1
Cc1cc(C)n2nc(SCC(=O)c3ccccc3)nc2n1	-4	0	14	0.4	6	-7	-2	9	-4
CC1=C(c2ccc(C(C)C)cc2)S(=O)(=O)N=C1N1CCN(C(=O)c2ccco2)CC1	-2	20	5	3.6	-1	-24	-1	8	-14
O=C(CSc1ccc(F)cc1)N1CCC(c2nc3ccccc3s2)CC1	4	4	14	6.3	-37	3	-1	52*	2
COc1ccc2cc1Oc1ccc(cc1)C[C@H]1c3cc(c(OC)cc3CCN1C)Oc1c(OC)c(OC)cc3c1[C@@H](C2)N(C)CC3	-10	-8	9	-0.3	-11	10	10	-15	-5
O=C(NCCc1ccccc1)C(=O)NCC1OCCN1S(=O)(=O)c1ccc2c(c1)OCCO2 (stereo not given)	-1	3	58*	19*	5	0	0	33	-9

Reprinted from the results shown (two entries):
SMILES	CHRM1 agonist	CHO-K1 Ca PAM	TAAR1 agonist	M1 ag parental	M1 antag	CHO-K1 Ca antag	M1 PAM	TAAR1 antag	CHO parental Ca
CCOC(=O)C12CNC(=O)C(C(=O)OCC)(CNC1=O)C2	-2	16	-2	1.0	-4	-8	7	4	15
COc1cc(NC(=O)c2nn(C)c3c2CS(=O)(=O)c2ccccc2-3)cc(OC)c1	-2	1	2	0.8	-6	-5	6	13	-10

Individual results from the entries so far:
COc1ccc(/C=C/C(=O)NCC(=O)n2nc(C)cc2C)cc1 in CHO-K1 Ca PAM shows 2
Cc1cc(O)c(NC(=S)NC(=O)c2ccc(-c3ccc(Cl)cc3)o2)cc1C in CHO-K1 Ca PAM shows 22
O=C(CSc1ccc(F)cc1)N1CCC(c2nc3ccccc3s2)CC1 in CHRM1 agonist shows 4
O=C(NCCc1ccccc1)C(=O)NCC1OCCN1S(=O)(=O)c1ccc2c(c1)OCCO2 (stereo not given) in TAAR1 antag shows 33
